Bioassay records: PubChem BioAssay, The Scripps Research Institute Molecular Screening Center
GPR151 ag – activators of human GPR151, primary screen, cell-based, PathHunter beta-arrestin, luminescence; PathHunter beta-arrestin GPR151 cells; 650,000 tested, 1% active; AID 1508602, 2020; G-protein coupled receptor 151 (Homo sapiens), Q8TDV0; activation, % at 11.2 µM; in the data active means activation above about 4.9%;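 further: 0% = median of compound wells and 100% = cells with positive control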
Target sequence (Q8TDV0 whole entry, looked up): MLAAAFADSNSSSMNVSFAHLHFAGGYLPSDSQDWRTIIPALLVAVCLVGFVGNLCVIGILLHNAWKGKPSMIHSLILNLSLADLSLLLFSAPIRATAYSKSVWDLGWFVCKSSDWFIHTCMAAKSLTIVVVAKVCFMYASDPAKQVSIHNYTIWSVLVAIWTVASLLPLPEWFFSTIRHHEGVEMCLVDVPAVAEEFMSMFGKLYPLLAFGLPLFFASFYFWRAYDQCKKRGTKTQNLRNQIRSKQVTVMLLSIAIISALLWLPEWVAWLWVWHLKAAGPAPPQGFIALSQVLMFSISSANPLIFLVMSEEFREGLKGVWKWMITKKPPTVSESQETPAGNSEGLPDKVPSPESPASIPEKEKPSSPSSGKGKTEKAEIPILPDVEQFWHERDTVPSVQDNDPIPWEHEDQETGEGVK
TEAD-YAP inh – TEAD-YAP interaction inhibition, primary screen, TEAD-YAP interaction inhibitor project, luminescence, HEK-TIYL cells | inhibition, % at 9.12 µM | AID 1259422, 2018 | TEAD-Gal4/YAP UAS-luciferase luminescence | 640,000 tested, 1.4% active; in the data active means inhibition above about 32%;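 further: 0% = median of test compound wells and 100% = reference inhibitor wells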
FBW7 activator – FBW7 E3 ligase activators, primary screen, biochemical, AlphaScreen, human | AlphaScreen FBW7–phospho-cyclin E peptide binding, activator screen | 650,000 tested, 0.13% active | F-box/WD repeat-containing protein 7 (Homo sapiens), Q969H0 | normalized activity (activation), % at 26.1 µM | AID 1259310, 2017; in the data active means normalized activity above about 1.9%;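 further: purified mutant Fbw7 with reduced substrate affinity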
MITF inh – MITF inhibitors, primary screen, biochemical, AlphaScreen, human; AlphaScreen MITF homodimerization, bead proximity signal; AID 1259374, 2018; inhibition, % at 2.6 µM; 650,000 tested, 0.91% active; Microphthalmia-associated transcription factor (Homo sapiens), O75030; in the data active means inhibition above about 50%;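 further: 0% = vehicle wells with protein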
Target sequence (O75030 whole entry, looked up): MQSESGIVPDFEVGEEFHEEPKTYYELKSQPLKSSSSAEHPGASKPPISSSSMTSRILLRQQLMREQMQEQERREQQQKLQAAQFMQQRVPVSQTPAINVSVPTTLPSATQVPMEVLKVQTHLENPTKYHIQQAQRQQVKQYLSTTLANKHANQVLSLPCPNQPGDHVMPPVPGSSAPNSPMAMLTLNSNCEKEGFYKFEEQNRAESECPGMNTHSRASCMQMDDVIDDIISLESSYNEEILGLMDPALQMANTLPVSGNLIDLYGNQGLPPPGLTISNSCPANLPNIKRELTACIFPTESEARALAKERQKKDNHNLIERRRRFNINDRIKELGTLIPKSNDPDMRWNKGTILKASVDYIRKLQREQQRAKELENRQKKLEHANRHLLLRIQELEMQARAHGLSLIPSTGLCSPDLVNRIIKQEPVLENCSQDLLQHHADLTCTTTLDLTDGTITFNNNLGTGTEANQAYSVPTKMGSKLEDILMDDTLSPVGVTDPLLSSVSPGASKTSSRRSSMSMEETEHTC
* hit, by the source's call; . = not tested or not shown.

Screens by letter – A = GPR151 ag; B = TEAD-YAP inh; C = FBW7 activator; D = MITF inh
Compound: c1ccc2c(c1)nc1nc3c(c(NCCN4CCCC4)n12)CCC3
  A: -0.9	B: 7	C: 1.1	D: 7

Compound: Cc1ccc(-c2noc(CN(C(=O)C(C)(C)C)C(C)C)n2)cc1
  A: 0.3	B: -23	C: -0.3	D: 0

Compound: CCN(CC)c1nc2c(s1)C(=O)NCC(C)(C)C2
  A: 0.2	B: -10	C: -0.1	D: -6

Compound: COc1ccc(CNCc2ccccc2Cl)cc1OC
  A: -0.9	B: -8	C: 0.0	D: 28

Compound: COc1ccc(N=C2SC(CC(=O)Nc3ccccc3)C(=O)N2CCN(C)C)cc1 (centres undefined)
  A: -0.1	B: 3	C: 0.2	D: 18

Compound: COc1ccccc1NC(=O)C1CC12CCN(Cc1cccn1-c1cccnc1)CC2 (centres undefined)
  A: 0.9	B: 7	C: -0.1	D: -1

Compound: Cc1ccc(S(=O)(=O)NC(CC(=O)O)c2ccccc2)cc1 (centres undefined)
  A: -0.9	B: 7	C: 0.3	D: -25

Compound: COCCSc1nnc(NC(=O)c2ccccc2SCCOC)s1
  A: -0.3	B: 1	C: -0.1	D: -3

Compound: CC(C)c1cccc(C(C)C)c1NC(=O)CSc1nnc(N)s1
  A: 2.5	B: 5	C: 0.1	D: 1

Compound: O=C(O)CC1=C(Nc2ccccc2)C(=O)N(c2ccccc2)C1c1ccc(F)cc1 (centres undefined)
  A: 0.6	B: -7	C: 0.0	D: 12

Compound: Cc1ccc(N2C(=O)CCC2(C(N)=O)c2ccccc2)cc1 (centres undefined)
  A: -0.5	B: 2	C: 0.0	D: -1

Compound: COc1ccccc1/C=N/NC(=O)C(C)SCc1ccccc1 (centres undefined)
  A: 0.5	B: 1	C: -0.1	D: -5

Compound: CC1CCCN(CCCN2C(=O)C3C(C(=O)Nc4cccc(Cl)c4)C4C=CC3(O4)C2C(=O)NC2CCCCC2)C1 (centres undefined)
  A: 1.8	B: -3	C: -0.1	D: -2

Compound: COc1ccc(NC(=O)c2cc(S(=O)(=O)N3CCCC3)ccc2Cl)cc1
  A: 1.2	B: -2	C: -0.2	D: 1

Compound: O=C(CN1CCCC1c1nc(-c2ccc(F)cc2)n[nH]1)N1CCCC1 (centres undefined)
  A: 0.1	B: -1	C: 0.0	D: 9

14 consecutive records from above, quoted:
Screens by letter – A = GPR151 ag; B = TEAD-YAP inh; C = FBW7 activator; D = MITF inh
Compound: c1ccc2c(c1)nc1nc3c(c(NCCN4CCCC4)n12)CCC3
  A: -0.9	B: 7	C: 1.1	D: 7

Compound: Cc1ccc(-c2noc(CN(C(=O)C(C)(C)C)C(C)C)n2)cc1
  A: 0.3	B: -23	C: -0.3	D: 0

Compound: CCN(CC)c1nc2c(s1)C(=O)NCC(C)(C)C2
  A: 0.2	B: -10	C: -0.1	D: -6

Compound: COc1ccc(CNCc2ccccc2Cl)cc1OC
  A: -0.9	B: -8	C: 0.0	D: 28

Compound: COc1ccc(N=C2SC(CC(=O)Nc3ccccc3)C(=O)N2CCN(C)C)cc1 (centres undefined)
  A: -0.1	B: 3	C: 0.2	D: 18

Compound: COc1ccccc1NC(=O)C1CC12CCN(Cc1cccn1-c1cccnc1)CC2 (centres undefined)
  A: 0.9	B: 7	C: -0.1	D: -1

Compound: Cc1ccc(S(=O)(=O)NC(CC(=O)O)c2ccccc2)cc1 (centres undefined)
  A: -0.9	B: 7	C: 0.3	D: -25

Compound: COCCSc1nnc(NC(=O)c2ccccc2SCCOC)s1
  A: -0.3	B: 1	C: -0.1	D: -3

Compound: CC(C)c1cccc(C(C)C)c1NC(=O)CSc1nnc(N)s1
  A: 2.5	B: 5	C: 0.1	D: 1

Compound: O=C(O)CC1=C(Nc2ccccc2)C(=O)N(c2ccccc2)C1c1ccc(F)cc1 (centres undefined)
  A: 0.6	B: -7	C: 0.0	D: 12

Compound: Cc1ccc(N2C(=O)CCC2(C(N)=O)c2ccccc2)cc1 (centres undefined)
  A: -0.5	B: 2	C: 0.0	D: -1

Compound: COc1ccccc1/C=N/NC(=O)C(C)SCc1ccccc1 (centres undefined)
  A: 0.5	B: 1	C: -0.1	D: -5

Compound: CC1CCCN(CCCN2C(=O)C3C(C(=O)Nc4cccc(Cl)c4)C4C=CC3(O4)C2C(=O)NC2CCCCC2)C1 (centres undefined)
  A: 1.8	B: -3	C: -0.1	D: -2

Compound: COc1ccc(NC(=O)c2cc(S(=O)(=O)N3CCCC3)ccc2Cl)cc1
  A: 1.2	B: -2	C: -0.2	D: 1

Other results
Screens by letter – A = GPR151 ag; B = TEAD-YAP inh; C = FBW7 activator; D = MITF inh
Compound: Cn1cc(S(=O)(=O)Oc2ccccc2F)c(=O)n(C)c1=O
  A: 1.5	B: 6	C: 0.2	D: 16

Compound: NNC(=O)C1CCN(c2nonc2N)CC1
  A: 1.5	B: 3	C: 0.0	D: 8

Compound: Cc1ccc(S(=O)(=O)N2CC(C)OC(C)C2)cc1 (centres undefined)
  A: 1.7	B: 5	C: 0.2	D: 11

Compound: O=[N+]([O-])c1cc(Nc2ncnc3sc4c(c23)CCCC4)cc(Sc2ccc(F)cc2)c1
  A: -0.8	B: 2	C: 0.0	D: -1

Compound: C[C@@H](N)C(=O)O
  A: 1.1	B: .	C: 0.1	D: 9

Compound: O=C(CCCN1CCc2ccccc2C(c2ccccc2)C1)c1ccc(F)cc1 (centres undefined)
  A: 0.5	B: 10	C: -0.2	D: -1

Compound: CC1CCN(C(=O)NCc2noc3ccccc23)CC1
  A: -0.6	B: -20	C: 0.0	D: 1

Compound: Nc1ccc2nc(N)sc2c1
  A: -2.3	B: 2	C: 0.1	D: 12

Compound: COc1ccc(CN=Cc2c(CSc3ccc(C)cc3)[nH]n(-c3nc4ccccc4s3)c2=O)cc1
  A: -0.8	B: 4	C: 0.1	D: 7

Compound: CCN(CC)CCCNc1cc(S(=O)(=O)N2CCCCC2)ccc1N
  A: 1.0	B: 3	C: -0.2	D: -1

Compound: CSc1nc(-c2ccc(C)cc2)c(C#N)c(=O)[nH]1
  A: -1.1	B: -4	C: 0.3	D: 17

Compound: N#Cc1c(NC(=O)c2nn3c(c2Br)NC(c2ccco2)CC3C(F)(F)F)sc2c1CCCC2 (centres undefined)
  A: 0.6	B: -6	C: 0.0	D: 5

Compound: CCOc1ccccc1NC(=O)C(=O)NC(C)c1ccccc1 (centres undefined)
  A: 1.5	B: -9	C: 0.1	D: -10

Compound: Cc1cccc(NC(=O)CCC(=O)N/N=C/c2ccc(N(C)C)cc2)c1
  A: 0.4	B: 12	C: 0.1	D: 7

Compound: COc1ccc(C2C(C(=O)Nc3cc(C)ccn3)=C(C)NC3=C2C(=O)CC(C)(C)C3)cc1 (centres undefined)
  A: -0.1	B: -8	C: -0.1	D: -8

Compound: O=C(Nc1nnc(Cc2ccccc2)s1)C1CC(=O)N(C2CCCCC2)C1 (centres undefined)
  A: 0.9	B: -3	C: 0.2	D: 1

Compound: NNC(=O)CC12CC3CC(CC(C3)C1)C2
  A: -1.0	B: -5	C: -0.1	D: -4

Compound: COC(=O)c1c(NC(=O)c2ccc(S(=O)(=O)N3CCCC3)cc2)sc2c1CCN(C(C)C)C2
  A: 0.3	B: 1	C: 0.4	D: 14

Compound: C/C(=N\NC(=O)c1ccccc1)c1oc(C)cc1C
  A: -2.2	B: -53	C: 0.0	D: -1

Compound: N#CCc1ccc(NC(=O)c2ccccc2I)cc1
  A: 0.8	B: -13	C: 0.5	D: -18

Compound: O=C(Nc1sc2c(c1C(=O)N1CCOCC1)CCCCC2)c1ccccc1Cl
  A: 3.5	B: 1	C: 0.0	D: 3

Compound: CCS(=O)(=O)c1ccc2oc(N)nc2c1
  A: 1.8	B: 8	C: 0.2	D: 15

Compound: CC(=O)N1CC(=O)Nc2ccccc21
  A: 1.1	B: 4	C: 0.1	D: -7

Compound: Cn1c(CSc2nc3ccccc3s2)nc2ccccc21
  A: -2.2	B: -29	C: -0.1	D: 4

Compound: O=C(CNc1cccc2ccccc12)N/N=C/c1ccc(Br)o1
  A: -1.2	B: -8	C: -0.1	D: -4

Compound: NC(=O)/C(=C\c1ccccc1)NC(=O)c1ccccc1Cl
  A: 0.2	B: 5	C: 0.0	D: -14

Compound: O=C(O)CC1S/C(=N/N=C/c2cccc([N+](=O)[O-])c2)NC1=O (centres undefined)
  A: -0.5	B: 2	C: -0.1	D: 11

Compound: O=C(O)C1=NN(c2ccc(S(=O)(=O)O)cc2)C(=O)C1
  A: 1.8	B: -5	C: -2.0	D: 44

Compound: O=C1c2cccc3cc([N+](=O)[O-])cc(c23)C(=O)N1/N=C/c1cccc([N+](=O)[O-])c1
  A: 0.0	B: -15	C: -0.1	D: -1

Compound: CCN1C(=O)c2ccccc2S(=O)c2ccc(C(=O)N3CCOCC3)cc21 (centres undefined)
  A: -0.9	B: -7	C: 0.8	D: 13

Compound: C=CCOc1ccc(C(=O)N2CCn3c(nnc3C3CC3)C2)cc1
  A: -0.9	B: 10	C: 0.3	D: 4

Compound: CCN(CC)CCCNC(=S)Nc1ccccc1
  A: 0.5	B: 8	C: 0.1	D: 4

Compound: COc1cc2nc(NCc3ccc4c(c3)OCO4)nc(NCc3ccccc3)c2cc1OC
  A: 1.3	B: 24	C: -0.3	D: -7

Compound: COc1ccc(NC(=O)C2CCCN2C(=O)OCc2ccccc2)c([N+](=O)[O-])c1 (centres undefined)
  A: -2.2	B: 7	C: -0.1	D: 9

Compound: Cc1ccc2sc(C)[n+](CCCS(=O)(=O)O)c2c1
  A: -1.2	B: -2	C: -0.2	D: -17

Compound: CCCCN(CCCC)S(=O)(=O)c1ccc2oc(C(=O)N3CCOCC3)c(C)c2c1
  A: 0.6	B: -2	C: -0.2	D: -5

Compound: Cc1sc2ncn(-c3ccc(I)cc3)c(=O)c2c1C
  A: -1.7	B: -3	C: 0.4	D: 11

Compound: CC(=N\NC(=O)c1cccnc1)/C(=N/Nc1ccccc1)C(=O)NO
  A: -0.9	B: 4	C: -0.2	D: -12

Compound: Cc1ccc2c(CN3CCOCC3)cc(=O)oc2c1C
  A: 0.6	B: 6	C: 0.0	D: -1

Compound: CC1CC(C)CN(C2CC(=O)N(c3ccccc3)C2=O)C1 (centres undefined)
  A: -0.6	B: 4	C: 0.0	D: 0

Compound: CCCOc1ccc(C(=O)Nc2ccc3[nH]c(=O)[nH]c3c2)cc1
  A: 3.4	B: -8	C: -0.1	D: -11

Compound: COc1ccc(C(=O)CSc2n[nH]c(-c3ccncc3)n2)cc1[N+](=O)[O-]
  A: 1.8	B: 5	C: 0.1	D: 18

Compound: O=C(/C=C(\O)c1ccc(F)cc1)C(=O)Nc1ccc(F)c(Cl)c1
  A: 2.7	B: -35	C: 0.1	D: 25

Compound: COc1ccc(Br)cc1CNC(=O)Cn1nc(C)n2cccc2c1=O
  A: 0.8	B: -7	C: 0.0	D: 2

Compound: CC(=O)Nc1ccc(Nc2nc(N3CCN(Cc4ccc5c(c4)OCO5)CC3)nc3nc[nH]c23)cc1
  A: 0.2	B: 1	C: 0.3	D: 8

Compound: O=S1(=O)NC(=NCCCO)c2ccccc21
  A: 1.5	B: 3	C: -0.1	D: 11

Compound: CC(C)CCC1(C2CCN(C(=O)c3cc(CC(C)C)on3)CC2)NC(=O)NC1=O (centres undefined)
  A: 0.2	B: 13	C: 0.0	D: 3

Compound: O=C(O)CCN1C(=O)c2ccc3c4c(ccc(c24)C1=O)C(=O)N(CCC(=O)O)C3=O
  A: -0.1	B: -2	C: 0.1	D: 7

Compound: O=c1[nH]c2ccccc2nc1Cc1cc2c(cc1Br)OCO2
  A: 1.3	B: -3	C: -0.1	D: 6

Compound: O=C(O)CC/C(=N/NC(=O)NC1CCCCC1)C(=O)O
  A: -0.4	B: 8	C: 0.0	D: -9

Compound: O=C(Nc1ccc2c(c1)OCCO2)c1cccc2nc3ccccc3nc12
  A: 0.3	B: 2	C: -0.2	D: 8

Compound: CC(C)Nc1c([N+](=O)[O-])ccc2nonc12
  A: -0.8	B: -11	C: 0.2	D: 16

Compound: O=C(COc1ccc(F)cc1)Nc1nnc(-c2ccccc2F)s1
  A: -0.1	B: 7	C: -0.1	D: 4

Compound: Cc1ccn2nc(C(=O)OCC(=O)N(CC(C)C)C3CCS(=O)(=O)C3)nc2n1 (centres undefined)
  A: -0.1	B: 1	C: 0.1	D: -1

Compound: COc1ccc(/C=N\NC(=O)c2ccccc2I)cc1OC
  A: -0.2	B: -9	C: 0.3	D: -3

Compound: Cc1ccc(-c2ccc(C(=O)Nc3cccnc3)o2)cc1Cl
  A: -0.3	B: -59	C: 0.0	D: -5

Compound: COc1ccc(OCCOc2ccc(/C=C3/C(=N)N4N=C(C(F)(F)F)SC4=NC3=O)cc2)cc1
  A: -1.3	B: 7	C: 0.2	D: 8
